# POLI inh – DNA polymerase iota (human) inhibition; Q9UNA4; Pol iota fluorescent replication assay, 10 min; Potency, µM (series often up to 115 µM), inactives show at the highest dose activity, negative = inhibition, hits mostly inhibitors; hit rate 1% among 390,000; note: potency is the fitted concentration of half-maximal effect
#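 Fluorescent replication assay read twice, at 0 min and 10 min after adding 50 nM (final) substrate. Enzyme (10 nM) and compounds were first incubated 15 min at room temperature; enzyme-free buffer wells were negative controls.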
# Glioma ERSR ind – inducers of ER stress response in human glioma cells; hit rate 0.02% among 420,000; U87-MG GRP78 promoter luciferase reporter, 16 h; Potency, µM, without a hit: at the highest dose activation, most hits filed as activators; AID 602332; note: potency is the fitted concentration of half-maximal effect; series mostly up to about 76 µM; % of control where 0% means no effect; nearly all actives have a fitted effect of over 35% in size
#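 ERSR induction read as luciferase luminescence (Bright-Glo, 10 min at room temperature) in stably transfected human U87-MG glioma cells exposed to compounds for 16 h, using GRP78 as sensor.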
# LDHA block – blocks human lactate dehydrogenase A. P00338. purified LDHA, NADH/diaphorase-resazurin fluorescence; hits give low values. activity change, % (values are at about 110 or 230 µM). hit rate 0.15% among 480,000; in the data active = activity change below about -30%; inconclusive = mostly about -25% to -30%;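 note: plate controls were DMSO wells for no effect and wells without enzyme for full effect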
#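 Resorufin fluorescence (ex540/em590), read at 0 and 20 min after diaphorase/resazurin addition, reports the NADH left after a 5 min room-temperature reaction of 2 nM human LDH5 with 0.06 mM NADH and 0.2 mM pyruvate.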
# POLH inh – inhibitors of human DNA polymerase eta. Q9Y253. recombinant Pol eta, fluorescent DNA replication assay. Potency, µM (top dose mostly 114 µM), for the others: at the top dose activity change, negative = inhibition, usual class: inhibitors. hit rate 1.2% among 390,000; note: potency is the fitted concentration of half-maximal effect; % is set by controls: 0 for no effect and ±100 for the full control effect
# Target sequence (Q9Y253 whole entry, looked up): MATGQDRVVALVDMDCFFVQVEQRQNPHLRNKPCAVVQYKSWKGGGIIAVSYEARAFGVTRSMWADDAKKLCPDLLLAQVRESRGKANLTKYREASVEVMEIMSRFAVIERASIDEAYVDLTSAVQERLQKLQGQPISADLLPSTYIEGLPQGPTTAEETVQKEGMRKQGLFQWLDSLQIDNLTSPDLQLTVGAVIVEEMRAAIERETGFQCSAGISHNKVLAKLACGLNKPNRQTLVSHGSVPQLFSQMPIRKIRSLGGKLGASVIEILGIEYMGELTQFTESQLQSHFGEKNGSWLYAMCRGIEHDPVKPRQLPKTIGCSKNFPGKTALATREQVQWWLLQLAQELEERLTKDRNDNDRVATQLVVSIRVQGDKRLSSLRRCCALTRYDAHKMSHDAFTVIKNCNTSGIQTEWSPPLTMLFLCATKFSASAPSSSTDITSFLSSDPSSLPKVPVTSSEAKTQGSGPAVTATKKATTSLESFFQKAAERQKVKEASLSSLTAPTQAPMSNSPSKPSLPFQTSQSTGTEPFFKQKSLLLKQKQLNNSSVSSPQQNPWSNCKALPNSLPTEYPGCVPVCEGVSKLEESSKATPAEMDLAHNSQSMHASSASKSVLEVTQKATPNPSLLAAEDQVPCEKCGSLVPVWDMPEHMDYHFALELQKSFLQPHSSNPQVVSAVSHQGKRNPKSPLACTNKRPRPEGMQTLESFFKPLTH
#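 Pol eta at 10 nM preincubated with compounds 15 min at room temperature; reaction started with fluorescent substrate (50 nM final) and read kinetically at 0 and 10 min.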
# Apoferritin bind – binds horse apoferritin like a general anesthetic; apoferritin/1-aminoanthracene competitive binding, fluorescence; Potency, µM (titrated, usually from 77.5 µM), inactives show at the top dose activity change, negative = displacement, actives largely listed as inhibitors; hit rate 0.074% among 350,000; note: potency is the fitted concentration of half-maximal effect; % is set by controls: 0 for no effect and ±100 for the full control effect; nearly all actives have a fitted effect of over 20% in size
#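 Probe: 1-aminoanthracene (50% saturated, PBS). Protein: horse-spleen apoferritin, 10 uM. Incubation: 10 min, room temperature. Detection: 380 nm excitation, 535 nm emission. Analysis: normalized response, four-parameter Hill.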
# Pol kappa inh – DNA polymerase kappa (human) inhibition; Q9UBT6; Potency, µM (highest dose often 107 µM), for the others: top-dose activity, negative = inhibition, usual class: inhibitors; AID 588579; hit rate 0.53% among 400,000; purified Pol kappa, fluorescent DNA synthesis assay, 10 min; note: potency is the fitted concentration of half-maximal effect; % is set by controls: 0 for no effect and ±100 for the full control effect
#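 Activity was followed as the change in fluorescence between reads at 0 and 10 min after starting the reaction with 50 nM substrate. Beforehand, 10 nM polymerase had been preincubated with compound for 15 min at room temperature.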
# POLB inh – inhibitors of human DNA polymerase beta | P06746 | Pol beta primer extension/strand displacement, fluorescence kinetic | Potency, µM (top dose mostly 114 µM), for inactives: at the highest dose activity change, negative = inhibition, actives largely listed as inhibitors | hit rate 1.3% among 340,000 | AID 485314; note: potency is the fitted concentration of half-maximal effect; % is set by controls: 0 for no effect and ±100 for the full control effect
#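 Reaction started by 50 nM substrate onto compound-treated Pol beta (10 nM, 15 min preincubation, room temperature); plates read at 0 min and 10 min. Normalized concentration-effect data fitted by four-parameter Hill equation.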
# APE1 inh – APE1 (human) endonuclease inhibition; P27695; recombinant APE1, TAMRA/BHQ-2 abasic DNA cleavage fluorescence; Potency, µM (highest dose often 65.8 µM), for inactives: top-dose activity change, negative = inhibition, actives largely listed as inhibitors; hit rate 0.35% among 350,000; AID 2517;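 note: potency is the fitted concentration of half-maximal effect; plate controls were vehicle for no effect and reference inhibitor for full effect; nearly all actives have a fitted effect of over 55% in size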
# Target sequence (P27695 whole entry, looked up): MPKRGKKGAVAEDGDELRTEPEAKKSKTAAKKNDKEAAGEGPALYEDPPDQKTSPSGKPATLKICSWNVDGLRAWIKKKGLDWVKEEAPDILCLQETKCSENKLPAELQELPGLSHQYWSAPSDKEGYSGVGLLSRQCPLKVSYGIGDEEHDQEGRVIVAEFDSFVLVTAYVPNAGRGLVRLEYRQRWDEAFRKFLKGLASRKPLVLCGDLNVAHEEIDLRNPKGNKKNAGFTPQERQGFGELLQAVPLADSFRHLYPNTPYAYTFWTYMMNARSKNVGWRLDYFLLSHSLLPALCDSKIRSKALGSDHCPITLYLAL
#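 0.75 nM APE1 + cpd, 15 min RT; start w/ 50 nM TAMRA/BHQ-2 THF-abasic dsDNA; kinetic fluor 525/598 nm ×3 reads @60 s; Δ(read3−read1); normalized to DMSO and NSC13755 control wells.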
# BLM inh – Bloom syndrome helicase (human) inhibition; P54132; recombinant BLM DNA unwinding, fluorescence dequenching; Potency, µM (highest dose often 56.1 µM), without a hit: top-dose activity change, negative = inhibition, most hits filed as inhibitors; hit rate 0.2% among 350,000; AID 2528;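 note: potency is the fitted concentration of half-maximal effect; plate controls were vehicle for no effect and no enzyme for full effect; nearly all actives have a fitted effect of over 35% in size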
# Starred values were filed as active, the others as inactive; ? = inconclusive; / = not tested or not shown; & = joins results of further samples; [ ] = remark or other dose. Unless noted, calls come from the whole dose curve; as a rule, active = well fitted curve in the direction sought with a large enough effect; inconclusive = small, poorly fitted or top-dose-only effect, or another doubt; inactive = no such curve, though single readings can be large; an effect the other way counts as inactive or inconclusive. These rows are one share of the data; rates above refer to the full screens.
Structure | APE1 inh | POLB inh | BLM inh | LDHA block | Apoferritin bind | Glioma ERSR ind | POLH inh | POLI inh | Pol kappa inh
Cc1[nH]c2ccccc2c1CN(C)C | 0% | / | -3% | / | 4% | -5% | / | / | -3%[60.1 µM]
c1cnc2c(c1)ccc1ncccc12 | 23% | 49% | 4% | -5 | -10% | -4% | -8% | 12% | -1%
COC(=O)C1=C(c2cccc(C#N)c2)C[C@@H]2CC[C@H]1N2C(=O)NCc1cc(C)oc1C(F)(F)F | 4% | / | / | 2 | / | -1% | -14% | 11% | -9%
Cc1ccccc1NC(=O)COC(=O)c1cc(C)n(C2CC2)c1C | 11% | / | / | -2 | / | -2% | -19% | 20% | -3%
CC1(C)COC(Nc2ccc(Cl)cc2)=N1 | 15% | 0% | -3% | -3 | ? | 2% | 2% | 5% | -8%
Cc1ccc(/C=C2\C(=O)NC(=S)N(c3ccc(F)cc3)C2=O)s1 | 4% | ? | -2% | 0 | -8% | ? | ? | ? | -20%
COc1ccc(-n2c(Cc3ccccc3)nc3ccccc3c2=O)cc1 | -5% | 0% | -3% | -14 | -19% | -3% | -17% | 12% | -3%
Clc1ccccc1CNC1CN2CCC1CC2 (stereo not drawn) | 1% | -1% | -3% | -4 | -3% | -4% | -8% | 30% | -6%
Cc1cccc(CN2CCN(CC(=O)N3CCC4(CC3)OCCO4)C2=O)c1 | 0% | 0% | 1% | -1 | -8% | -2% | -7% | 22% | -9%
CCCCCCn1c(O)c(C=Nc2ccccc2N2CCOCC2)c(=O)[nH]c1=S | ? | -29% | -1% | 0 | 7% | -2% | 8% | 14% | -10%
O=C(O)c1cc2ccccc2oc1=O | -2% | -17% | 0% | -4 | -1% | 0% | -11% | 2% | -25%
Cc1nc2cc([N+](=O)[O-])ccc2c(=O)n1-c1ccccc1[N+](=O)[O-] | -1% | 26% | -4% | -1 | -8% | -3% | -7% | 17% | 2%
COC(=O)[C@@H]1C[C@@]1(C)[C@@H](NP(=O)(c1ccccc1)c1ccccc1)c1ccccc1 | -1%&-3% | 23% | 3%&1% | -4 | -3%&-8% | -2% | -14% | 2% | 10%
COCCCn1c(N)c(C(=O)OCCOC)c2nc3ccccc3nc21 | -6% | 1% | -1% | 6 | / | -9% | -4% | 36%[activator] | -6%
CCN(CC)S(=O)(=O)c1cc(NC(=O)C(C)N2CC=C(c3ccccc3)CC2)ccc1C (stereo not drawn) | 4% | ? | -2% | -5 | 53%[activator] | -2% | -16% | 10% | -1%
CSc1ncc(CN2CCCC(C(=O)c3sccc3C)C2)cn1 (stereo not drawn) | 11% | -27% | -2% | -4 | 0% | -2% | -13% | 77%[activator] | 3%
CC(=O)Nc1cc([As](=O)(O)O)ccc1O | 6%&16%&-4% | -4%&33% | 0%&-7%&0% | -7 | 8%&-13%&-2% | -1%&-1% | -13% | ? | -15%
CN1CCN(c2ccc([N+](=O)[O-])c(Sc3nncn3C)c2)CC1 | 3% | 15% | -10% | -6 | -11% | -2% | 3% | 4% | -8%
C[N+](C)(C)CCOP(=O)([O-])OC[C@H](O)CO | 7% | 18% | -10% | -14 | 3% | -1% | -7% | ? | ?
COc1cc(OC)c2c(c1)OC(c1ccc(OC)c(OC)c1)C(O)C2 (stereo not drawn) | 0% | / | 2% | / | -6% | -3% | / | / | -10%[60.1 µM]
CC(C)Sc1nnc([C@@H](N)Cc2ccccc2)o1 | 3% | -7% | -2% | -3 | -3% | 0% | -9% | 9% | -8%
CCC(C)(C)O | -2% | / | 4% | / | -6% | 3% | / | / | 11%[60.1 µM]
CCN(CC)C(=O)c1ccc(NC(=O)CCCSc2ccccc2)cc1 | 3% | -30% | -4% | -6 | -19% | -2% | -4% | 3% | -6%
Nc1ccc2ccc3cccc[n+]3c2c1 | -14% | 4% | -2% | 28 | / | 0% | ? | 3% | -26%
NC(=O)c1cn(C2OC(CO)C(O)C2O)c2ncnc(N)c12 (stereo not drawn) | 1% | 2% | -2% | -7&-6 | 12% | -8%&-6% | -15%&-24% | 8%&34% | -6%&5%
COC(=O)C1=C(c2ccc(C(C)=O)cc2)C[C@@H]2CC[C@H]1N2C(=O)NCc1ccc(C(F)(F)F)cc1 | 10% | / | / | -2 | / | 12% | -25% | 30%[activator] | -4%
CCN(CC(=O)Nc1ccc(NC(C)=O)cc1)C(=O)CSC(c1ccccc1)c1ccccc1 | -24% | / | / | -1 | / | -1% | -15% | 0% | -22%
O=[N+]([O-])c1ccc2c(c1)Cc1cc(O)ccc1-2 | / | / | / | -8 | / | 7% | ? | ? | -3%
CC(=O)c1cccc(NC(=O)c2cc3c(s2)-c2c(C)cccc2OC3)c1 | / | 14% | -8% | -6 | 56%[activator] | -3% | -4% | -11% | -3%
COc1ccc(O)c(C(C)(C)C)c1 | -7%&6% | -6% | 4%&-7% | 15 | ? | -1%&-3% | -15% | 0% | -11%[60.1 µM]
Cn1cccc1/C=C1/C(=O)NC(=O)N(Cc2ccc(F)cc2)C1=O | -10% | 1% | -22% | -3 | -4% | -1% | 79µM* | 40µM* | 71µM*
CCOC(=O)CC1=C(C(=O)OCC)C2(C(=O)Nc3ccccc32)C(C#N)=C(N)O1 (stereo not drawn) | 2% | 22% | -1% | 11 | 0% | -4% | -4% | ? | 1%
COC(=O)C1=C(c2ccc(F)cc2OCc2ccccc2)C[C@@H]2CC[C@H]1N2C(=O)N1CCOCC1 | -8% | / | / | -5 | / | -3% | -14% | 36%[activator] | -8%
C=C1C2CCC3[C@@](CC[C@@H]4C(C(=O)O)CC(OC5OC(CO)C(OS(=O)(=O)O)C(OS(=O)(=O)O)C5OC(=O)CC(C)C)C[C@]34C)(C2)C1O (stereo partly drawn) | -2% | / | -10% | / | 0% | 1% | / | / | -13%[60.1 µM]
COc1ccc2cc(C(=O)C3CCCN(C4CCOCC4)C3)ccc2c1 (stereo not drawn) | 2% | 29% | 45%[activator] | 1 | 37%[activator] | 0% | -11% | 3% | 3%
COC(=O)[C@@H]1[C@@H](O)[C@@]2(O)c3c(OC)cc(OC)cc3O[C@@]2(c2ccc(OC)cc2)[C@H]1c1ccccc1 | 0%[12.4 µM] | / | -5%[12.4 µM] | / | -8%[15.3 µM] | -8% | / | / | /
Clc1ccc(C(c2ccccc2)c2ncc[nH]2)cc1 (stereo not drawn) | 7% | 2% | 3% | -8 | -6% | -3% | -27% | 9% | -4%
CCSP1(=S)N=C(N2CCOCC2)C(C#N)=C2CCCN21 (stereo not drawn) | 3% | -8% | 0% | 2 | -14% | -2% | -1% | 8% | -10%
C/C(=N\N1CCN(C)CC1)c1c(O)n(Cc2ccccc2)c(=O)[nH]c1=O | 2% | 0% | 0% | -11 | 2% | -4% | -4% | 13% | -9%
OC(CNC1CCCCC1)c1ccccc1 (stereo not drawn) | -1% | 0% | -1% | -6 | -7% | -5% | -3% | -6% | -3%
COc1ccc(-n2c(O)c(/C=C3\C=Nc4ccc(Br)cc43)c(=O)[nH]c2=O)c(OC)c1 | -25% | 20% | -7% | -1 | -19% | -13% | 79µM* | ? | -15%
O=C(COC(=O)Cc1ccccc1)Nc1nnc(-c2ccccc2)o1 | -6% | / | / | -5 | / | -1% | -9% | 33%[activator] | -4%
CCOc1cccc(CC(=O)NCc2ccc3c(c2)CCN3C(=O)c2cccc(C)c2)c1OCC | / | -4% | -4% | -8 | 51%[activator] | -4% | -14% | 6% | -18%
COc1ccccc1CNC(=O)Cn1c(=O)oc2cc(Cl)ccc21 | 1% | 0% | 0% | -5 | 1% | -1% | -3% | ? | -2%
C=CCC1(C(C)CCC)C(=O)N=C(S)NC1=O (stereo not drawn) | -2% | / | -6% | / | ? | -3% | / | / | -2%[60.1 µM]
Cc1nc2ccc(Cl)cc2c(-c2ccccc2)c1C(=O)O | -1% | 7% | 2% | -3 | -3% | -6% | -5% | 17% | -9%
C=C(C)[C@H]1[C@H]2OC(=O)[C@@H]1[C@]1(O)C[C@H]3O[C@]34C(=O)O[C@H]2[C@@]14C | 17%[21 µM] | / | 2%[21.4 µM] | / | -1%[29.3 µM] | -5% | / | / | 1%[12 µM]
CCOC(=O)C1CCN(/C=C2/C(=O)NC(=O)N(c3cccc(C)c3C)C2=O)CC1 | 6% | 24% | 1% | -4 | 0% | -2% | -18% | 11% | -18%
CCOCC(=O)NC1CCSC1=O (stereo not drawn) | 4% | 6% | -3% | -5 | -9% | -6% | -10% | 14% | 1%
Cn1cc(C=C2C(=O)NC(=O)NC2=O)c2ccccc21 | -14% | 1% | 2% | -5 | -1% | 0% | ? | ? | -3%
CN1CCN(Cc2cn(C)c3ccccc23)CC1CCO (stereo not drawn) | 4% | 75% | 2% | 1 | -1% | -3% | -5% | -16% | -15%
CC(C)C[C@H]1C(=O)N2CCC[C@@H]2[C@]2(O)O[C@](NC(=O)[C@H]3C=C4c5cccc6[nH]c(Br)c(c56)C[C@H]4N(C)C3)(C(C)C)C(=O)N12 | -2%[21 µM] | / | -6%[21.4 µM] | / | -13%[29.3 µM] | -3% | / | / | -3%[12 µM]
CN1CCC2(CC1)c1ccccc1-c1ccccc12 | / | / | / | -3 | / | -7% | 0% | 34%[activator] | -22%
CC(=O)Nc1ccc([As](=O)(O)c2ccc([N+](=O)[O-])cc2)cc1 | -3% | 16% | -2% | -8 | 1% | -4% | -13% | 22% | -21%
O=c1[nH]c(=S)n(Cc2ccc(F)cc2)c(O)c1C=NCc1ccc2c(c1)OCO2 | 1% | 1% | -3% | -11 | -1% | -8% | -16% | 46% | -2%

# Some of the entries above in a different format.
# Values run as follows: APE1 inh | POLB inh | BLM inh | LDHA block | Apoferritin bind | Glioma ERSR ind | POLH inh | POLI inh | Pol kappa inh
C/C(=N\N1CCN(C)CC1)c1c(O)n(Cc2ccccc2)c(=O)[nH]c1=O
 : 2% | 0% | 0% | -11 | 2% | -4% | -4% | 13% | -9%
OC(CNC1CCCCC1)c1ccccc1 (stereo not drawn)
 : -1% | 0% | -1% | -6 | -7% | -5% | -3% | -6% | -3%
COc1ccc(-n2c(O)c(/C=C3\C=Nc4ccc(Br)cc43)c(=O)[nH]c2=O)c(OC)c1
 : -25% | 20% | -7% | -1 | -19% | -13% | 79µM* | ? | -15%

# Assay outcomes (PubChem)
